# Source: PubChem
# hIAP block: blocks human intestinal alkaline phosphatase | AID 2544 | inhibition, % at 10 µM | P09923 | purified IAP, CDP-Star luminescence, 30 min | hit rate 0.12% among 330,000;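 active means inhibition reaching a set limit with compound at 10 µM in the primary screen, cut at about 35% in these data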;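 further: plate controls were DMSO wells with enzyme for no effect and no-enzyme buffer wells for full effect; values of inactives mirror those of a sister screen read the other way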
# ATG4B inh: ATG4B (human) cysteine protease inhibition; Q9Y4P1; ATG4B cleavage of LC3-PLA2, NBD-HPC fluorescence, 1 h; inhibition, % at 8.33 µM; hit rate 0.51% among 340,000; in the data active means inhibition above about 40%
# mIAP block: mouse IAP inhibition; AID 2806; inhibition, % at 10 µM; purified mouse IAP, CDP-Star luminescence, 30 min; hit rate 0.2% among 330,000;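 active means inhibition of at least 40% at 10 µM in the primary screen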;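 further: plate controls were DMSO with enzyme for no effect and no enzyme wells for full effect; values of inactives mirror those of a sister screen read the other way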
# PfGluPho inh: PfG6PD (Plasmodium falciparum) enzyme inhibition; PfGluPho enzyme, NADPH resazurin-diaphorase fluorescence; inhibition, % at 20 µM; hit rate 0.78% among 350,000; AID 504690;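 active means inhibition reaching at least a set limit at 20 µM in the primary screen, cut at about 59% in these data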;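 further: 0% = DMSO wells with substrate and 100% = DMSO wells lacking glucose-6-phosphate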
# HKDC1 inh: HKDC1 (human) hexokinase inhibition. Q2TB90. recombinant HKDC1, G6PDH/diaphorase resazurin coupled fluorescence. inhibition, % at 20 µM. hit rate 0.16% among 340,000. AID 493160;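 active means inhibition above about 35% when tested at 20 µM, limit read from the data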;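 further: plate controls were DMSO wells with enzyme for no effect and DMSO wells lacking enzyme for full effect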
# Target sequence (Q2TB90 whole entry, looked up): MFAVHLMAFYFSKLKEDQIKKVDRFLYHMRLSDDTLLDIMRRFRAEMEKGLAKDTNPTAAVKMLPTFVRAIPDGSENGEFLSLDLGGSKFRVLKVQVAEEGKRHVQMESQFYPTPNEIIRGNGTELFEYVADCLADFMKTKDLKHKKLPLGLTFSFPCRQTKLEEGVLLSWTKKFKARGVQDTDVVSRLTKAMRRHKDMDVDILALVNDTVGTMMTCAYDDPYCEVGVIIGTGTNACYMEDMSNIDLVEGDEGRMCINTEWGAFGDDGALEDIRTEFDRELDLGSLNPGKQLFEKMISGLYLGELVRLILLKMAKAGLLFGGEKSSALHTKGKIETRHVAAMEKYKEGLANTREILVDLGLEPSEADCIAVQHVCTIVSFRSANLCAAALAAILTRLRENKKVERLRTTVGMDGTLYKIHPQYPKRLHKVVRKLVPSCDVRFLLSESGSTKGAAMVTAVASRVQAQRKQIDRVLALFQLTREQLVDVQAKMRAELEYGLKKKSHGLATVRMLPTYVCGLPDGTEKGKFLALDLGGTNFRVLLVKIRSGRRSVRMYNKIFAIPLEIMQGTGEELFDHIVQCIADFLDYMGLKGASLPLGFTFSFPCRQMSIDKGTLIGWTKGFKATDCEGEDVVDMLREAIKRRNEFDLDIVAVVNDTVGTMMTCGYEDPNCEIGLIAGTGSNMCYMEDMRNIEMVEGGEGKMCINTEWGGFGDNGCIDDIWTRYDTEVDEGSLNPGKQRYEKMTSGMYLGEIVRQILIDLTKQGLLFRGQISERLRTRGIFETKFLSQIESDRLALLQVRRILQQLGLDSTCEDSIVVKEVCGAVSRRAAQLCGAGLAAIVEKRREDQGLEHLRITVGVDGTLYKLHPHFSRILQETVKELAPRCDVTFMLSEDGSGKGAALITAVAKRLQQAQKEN
#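 Assay system: in-house recombinant HK5 (HKDC1) enzyme. Input: HKDC1 at 5 µg/mL. Medium: Tris pH 8.0 buffer with MgCl2, Tween-20, BSA, BME. Dosing: single 20 µM dose. Schedule: 90 min reaction incubation at room temperature, dark. Signal: resazurin-to-resorufin fluorescence via G6PDH and diaphorase coupling, 525/613 nm. Controls: DMSO-enzyme wells negative, buffer-substituted wells positive.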
# hIAP activ: increases human intestinal alkaline phosphatase activity. purified human IAP, CDP-Star luminescence, 30 min; stronger effect = higher value; 1 = vehicle-only enzyme, 0 = enzyme-free background. activation factor at 10 µM. hit rate 0.16% among 330,000. AID 2524;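 active means activation factor of the enzyme at least 2-fold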; further: the source names both 10 and 20 µM as test concentration; values of inactives mirror those of a sister screen read the other way
# APOBEC3A inh: human APOBEC3A DNA deaminase inhibition. P31941. recombinant A3A, FAM/TAMRA ssDNA deamination fluorescence. inhibition, % at 20 µM. hit rate 0.41% among 330,000. AID 493011;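 active means at least 40% inhibition at 20 µM here, with at most 30% in a related deaminase screen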;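 further: plate controls were A3A with DMSO for no effect and wells lacking A3A enzyme for full effect; some results filed as inactive read as strong as hits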
# mIAP act: increases mouse intestinal alkaline phosphatase activity; muIAP, CDP-Star luminescence, 30 min; stronger effect = higher value; 1 = vehicle-only enzyme signal, 0 = enzyme-free wells; hit rate 0.24% among 330,000; activation factor at 10 µM;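 active means activation factor of at least 2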; further: the source names both 10 and 20 µM as test concentration; values of inactives mirror those of a sister screen read the other way
#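 Assay system: mouse IAP enzyme / Compound: DMSO-dissolved test compounds / Timing: 30 min, room temperature / Measured by: luminescence from enzymatic CDP-Star hydrolysis / Control set: DMSO-only wells, enzyme-free buffer wells as negative control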
# Active calls of the source: *.
SMILES	hIAP block	ATG4B inh	mIAP block	PfGluPho inh	HKDC1 inh	hIAP activ	APOBEC3A inh	mIAP act
COc1cccc(NC(=O)Cn2cnc3c(oc4nc5c(cc43)CCCC5)c2=O)c1	-7	-3	0	5	0	1.1	-1	1
COc1ccccc1N(C)S(=O)(=O)c1ccc(C(=O)NC(C)(C)C)cc1	2	-4	-4	-9	-2	0.98	-3	1
CC(C)(C)c1cc(-c2ccccc2)n[nH]1	-2	-5	9	0	-6	1	0	0.91
Cc1c(C(=O)c2ccc(F)cc2F)c2ccccn2c1CCC#N	28	13	4	94*	20	0.72	6	0.96
CCOc1ccc(N(CC(=O)NCc2ccc(Cl)cc2)S(=O)(=O)c2c(C)noc2C)cc1	-2	9	-15	-6	-4	1	-7	1.1
CCCCn1c(N)c(N(CC)C(=O)CCNC(=O)c2ccc(Cl)cc2)c(=O)[nH]c1=O	1	-3	-8	-8	-7	0.99	-3	1.1
CCCCNC(=S)NC(=O)c1ccc([N+](=O)[O-])cc1	10	3	8	3	-5	0.9	4	0.92
C=Cn1cc[n+](CC(=O)c2ccc(Cl)cc2)c1	-6	3	13	-8	-8	1.1	0	0.87
CC(C)(C)NC(=O)CC1C[C@H](C(=O)N2CCCCC2)[C@@]2(CCc3ccccc3)c3[nH]c4ccccc4c3CCN2C1=O (stereo not given in full)	-4	3	-15	2	2	1	-4	1.1
CC(C)CCNC(=O)NC(=O)COC(=O)c1cc(S(=O)(=O)N2CCOCC2)ccc1N1CCCCC1	-4	-23	4	6	-5	1	-5	0.96
CC(C)CCNC(=O)c1cc(-c2ccco2)nc2ccccc12	-10	-12	0	8	0	1.1	-1	1
COC(=O)c1oc2nc(C)cc(C)c2c1N	-14	-9	-9	8	0	1.1	0	1.1
O=C(COc1cc(F)ccc1[N+](=O)[O-])NCC1CCCO1 (stereo not given)	-19	-4	-9	-6	-5	1.2	-1	1.1
Cc1cc(C)n(-c2ccc(C(=O)OC(C)C(=O)Nc3ccc(C(N)=O)cc3)cc2)n1 (stereo not given)	-5	-3	2	-9	-1	1	0	0.98
COc1ccc(C2CCCCCN2Cc2nc3ccccc3c(=O)n2CC(N)=O)cc1 (stereo not given)	17	0	7	-8	3	0.83	-2	0.93

# PfGluPho inh, entries above that show a hit.
SMILES	hIAP block	ATG4B inh	mIAP block	PfGluPho inh	HKDC1 inh	hIAP activ	APOBEC3A inh	mIAP act
Cc1c(C(=O)c2ccc(F)cc2F)c2ccccn2c1CCC#N	28	13	4	94*	20	0.72	6	0.96

# Next part
SMILES	hIAP block	ATG4B inh	mIAP block	PfGluPho inh	HKDC1 inh	hIAP activ	APOBEC3A inh	mIAP act
O=C(CCc1ccccn1)N1CCCC(CNS(=O)(=O)c2cccs2)C1 (stereo not given)	10	1	-4	-17	17	0.9	-7	1
COc1cc2c(cc1OC)CN(C(=O)/C=C/c1cc(OC)c(OC)c(OC)c1)CC2	-16	-10	2	-6	1	1.2	-4	0.98
Cc1ccc(CCNC(=O)C2=CCN(S(=O)(=O)c3ccccc3)CC2)cc1	-10	-5	-4	4	-2	1.1	-5	1
COc1ccc(S(=O)(=O)N2CCCN(CC(=O)Nc3ccc(NC(C)=O)cc3)CC2)cc1	-18	-3	0	12	-6	1.2	-1	1
Oc1c(C(c2ccco2)N2CCN(C(c3ccccc3)c3ccccc3)CC2)sc2ncnn12 (stereo not given)	-32	-15	2	31	6	1.3	-4	0.98
CCO[C@@H]1OC(C(=O)NCc2nc3ccccc3[nH]2)=C[C@H](c2coc3ccccc3c2=O)[C@H]1CCCO	-16	-1	-1	3	6	1.2	-2	1
CSc1ccc(/C=N/N2CCN(c3ccccc3)CC2)cc1	-4	-3	-6	9	-4	1	-10	1.1
O=C(Nc1nc(-c2ccccc2)nc2ccccc12)c1ccc(F)cc1	6	0	12	-9	0	0.94	-1	0.88
COc1cc(NC(=O)CSc2nc3ccccc3c(=O)n2C)ccc1NC(=O)c1ccco1	5	1	-6	-8	-1	0.95	-2	1.1
COC(=O)c1cc(-c2ccc(Cl)cc2Cl)n[nH]1	-29	1	11	-9	3	1.3	8	0.89
CCOC(=O)C1CCCN(S(=O)(=O)c2ccc(Cl)nc2)C1 (stereo not given)	-10	1	3	3	-4	1.1	-6	0.97
N#CCCN(C(=O)COC(=O)C1CCN(S(=O)(=O)c2cccs2)CC1)c1ccccc1	7	3	-2	-14	2	0.93	-2	1
COc1ccc2nc(NC(=O)c3cc(C)oc3C)sc2c1	-6	-8	0	4	0	1.1	3	0.99
CC(Cc1ccccc1)NC(=O)/C=C/c1ccc([N+](=O)[O-])cc1 (stereo not given)	-8	0	2	6	-3	1.1	0	0.98
O=[N+]([O-])c1ccc(OCCO)nc1	-8	-4	0	-4	-6	1.1	0	1

# Going on with the list.
# Order of values – hIAP block	ATG4B inh	mIAP block	PfGluPho inh	HKDC1 inh	hIAP activ	APOBEC3A inh	mIAP act
O=C(NCC1CCCO1)C(=O)c1c[nH]c2ccccc12 (stereo not given)
    5	3	9	-14	-11	0.95	0	0.91
COC(=O)c1[nH]c2cccc(Cl)c2c1NC(=O)CN1CCCCC1C (stereo not given)
    9	-6	-2	3	-14	0.91	2	1
O=C(CN(Cc1ccccc1)S(=O)(=O)c1ccccc1)N1CCOCC1
    0	2	-4	-6	-7	1	4	1
COc1ccc(-c2cc(C(F)(F)F)nc(SCC(=O)NCCN3CCOCC3)n2)cc1OC
    -13	-5	5	-9	-4	1.1	-12	0.95
COc1ccc2occ(NC(C)=O)c2c1
    11	0	-3	-13	-6	0.89	3	1
CCN1CCN(CCC(=O)Nc2cc(C)ccc2C)CC1
    21	1	-3	-10	0	0.79	-2	1
O=C(C1CC2C=CC1C2)N1CCN(c2ccccc2)CC1 (stereo not given)
    2	-8	5	-17	-6	0.98	0	0.95
O=C(NC1CCOc2ccccc21)c1ccc(=O)[nH]c1 (stereo not given)
    4	5	7	-20	-2	0.96	1	0.93
O=c1c(F)cn(C2CCCO2)c(=O)n1Cc1c(F)cccc1Cl (stereo not given)
    1	3	-1	-2	-1	0.99	-2	1
CCCCNC(=S)NNC(=O)c1csc(C)c1CC
    -18	-1	7	20	-11	1.2	1	0.93
Cc1ccc(S(=O)(=O)N2CCOCC2)cc1C(=O)NC1=NCCS1
    8	-2	-2	-4	3	0.92	-4	1
Cc1ccc(Nc2c(-c3ccco3)nc3nc(C)cc(C)n23)cc1
    -9	4	6	-13	14	1.1	0	0.94
CCOC(=O)C1(Cc2ccccc2C)CCCN(C(=O)CN2CCCCC2=O)C1 (stereo not given)
    -36	7	-3	-3	-5	1.4	-2	1
COc1ccccc1-c1cc(N)n(S(=O)(=O)c2cccc3nsnc23)n1
    2	-6	-5	4	-2	0.98	-6	1.1
CCOC(=O)N1CCN(S(=O)(=O)c2ccc(F)c(C(=O)Nc3cccc(C)c3C)c2)CC1
    8	-7	9	-12	-6	0.92	-4	0.91
CCc1ccccc1N(CC)C(=O)C1CCN(c2ncnc3c2nc2n3CCCCC2)CC1
    8	53*	3	-11	7	0.92	-1	0.97
O=C(OCc1ccccc1Cl)c1cc([N+](=O)[O-])ccc1N1CCOCC1
    -9	-3	3	16	-4	1.1	15	0.97
COc1ccc(/C=N/Nc2nc3ccccc3[nH]2)c(OC)c1OC
    -2	-12	10	14	1	1	0	0.9
CN(C)CCCOC(=O)CCc1ccccc1
    -6	-2	5	-9	-3	1.1	-3	0.95
CC(=O)c1ccc(-n2c(CCC(=O)O)ccc2-c2ccc(Cl)cc2)cc1
    4	3	0	-10	7	0.96	-3	1
Cc1ccc(-n2c(C)nc3ncnc(-c4ccccc4)c32)cc1
    -2	-3	-16	-10	-10	1	1	1.2
COC(=O)c1nn(-c2ccc(OC)cc2)c(=O)cc1Oc1ccccc1
    -10	-11	0	21	-10	1.1	-3	1
CC(OCCN1CCCC1)(c1ccc(F)cc1)c1ccc(F)cc1
    5	-4	0	-3	-12	0.95	-3	0.99
CCOC(=O)c1c(C)[nH]c(C(=O)OCC(=O)NCc2ccc(C)cc2)c1C
    -12	6	-25	-16	-9	1.1	-1	1.2
Cc1ccc(C)c(N(CC(=O)NCc2ccccc2)C(=O)c2csnn2)c1
    1	-4	-1	-13	-2	0.99	-3	1
Cn1nnnc1SCC(=O)N(C1CCCCC1)C1CCCCC1
    -14	-1	-2	6	-3	1.1	-9	1
O=C(Nc1cccc(F)c1)c1cc(-c2ccco2)nc2ccccc12
    -28	7	0	1	-5	1.3	36	1
O=C(/C=C/c1ccc([N+](=O)[O-])cc1)N(c1ccccn1)C1CCCCC1
    6	-4	5	56	-2	0.94	-6	0.95
CCOc1ccc(N=C2NC(=O)S/C2=C\c2ccc(OC)cc2)cc1
    -11	6	2	-7	-3	1.1	10	0.98
COc1ccc(OCC(=O)NC(=S)Nc2ccc(N3CCOCC3)c(Cl)c2)cc1
    2	-24	14	4	-1	0.98	3	0.86

# Retrieved by structure from the entries so far:
# Order of values – hIAP block	ATG4B inh	mIAP block	PfGluPho inh	HKDC1 inh	hIAP activ	APOBEC3A inh	mIAP act
COc1ccc(OCC(=O)NC(=S)Nc2ccc(N3CCOCC3)c(Cl)c2)cc1
    2	-24	14	4	-1	0.98	3	0.86
COC(=O)c1nn(-c2ccc(OC)cc2)c(=O)cc1Oc1ccccc1
    -10	-11	0	21	-10	1.1	-3	1
Cn1nnnc1SCC(=O)N(C1CCCCC1)C1CCCCC1
    -14	-1	-2	6	-3	1.1	-9	1
O=C(COc1cc(F)ccc1[N+](=O)[O-])NCC1CCCO1 (stereo not given)
    -19	-4	-9	-6	-5	1.2	-1	1.1

# (cont.)
# Order of values – hIAP block	ATG4B inh	mIAP block	PfGluPho inh	HKDC1 inh	hIAP activ	APOBEC3A inh	mIAP act
COc1cc2c(cc1NC(=O)C(C)OC(=O)/C=C/c1ccc(OC(F)F)cc1)oc1ccccc12 (stereo not given)
    -49	-8	4	18	-1	1.5	-1	0.96
CCOC(=O)Cc1csc2nc3sc(C)c(C)c3c(=O)n12
    -5	-1	0	-14	0	1.1	3	1
CCCC(C)NS(=O)(=O)c1ccc(OC)c(C)c1 (stereo not given)
    0	-1	5	-22	0	1	-1	0.95
Cc1nnc(N/N=C/c2ccc(-c3ccc(Br)cc3)o2)n1N
    -34	-8	7	61*	5	1.3	-1	0.93
CCOC(=O)COc1cc(Br)c(C2NC(=O)NC(C)=C2C(C)=O)cc1OCC (stereo not given)
    17	9	0	-12	10	0.83	5	1

# Arranged by count of non-hydrogen atoms (high to low): some entries from above
# Order of values – hIAP block	ATG4B inh	mIAP block	PfGluPho inh	HKDC1 inh	hIAP activ	APOBEC3A inh	mIAP act
COc1cc2c(cc1NC(=O)C(C)OC(=O)/C=C/c1ccc(OC(F)F)cc1)oc1ccccc12 (stereo not given)
    -49	-8	4	18	-1	1.5	-1	0.96
COc1ccc(OCC(=O)NC(=S)Nc2ccc(N3CCOCC3)c(Cl)c2)cc1
    2	-24	14	4	-1	0.98	3	0.86
CCCC(C)NS(=O)(=O)c1ccc(OC)c(C)c1 (stereo not given)
    0	-1	5	-22	0	1	-1	0.95
